# High-throughput results (PubChem BioAssay)
# ELG1 genotoxic: qHTS screen for small molecules that induce genotoxicity in human embryonic kidney (HEK293T) cells expressing luciferase-tagged ELG1 | HEK293T ELG1-luciferase reporter, luminescence, 16 h | Potency, µM (series often up to 46 µM), without a hit: at the highest dose activity change, positive = activation, usual class: activators | 330,000 compounds, 1.3% hits; further: potency means the concentration at half of the fitted maximal effect; % of control where 0% means no effect; nearly all actives have a fitted effect of over 60% in size
#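 Reporter readout depends on ELG1 protein level, which increases with genetic stress. After 16 hr compound exposure at 37 °C, luciferase activity was quantified using ONE-Glo.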
# NPC1 prom act: qHTS Assay for NPC1 Promoter Activators; Huh7 NPC1 promoter luciferase reporter, 24 h; 320,000 compounds, 2.4% hits; AID 485313, 2010; Potency, µM (titrated, usually from 9.22 µM), for the others: at the highest dose activation, usual class: activators;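 further: potency means the concentration at half of the fitted maximal effect; % of control where 0% means no effect; nearly all actives have a fitted effect of over 60% in size; reporter is driven by a mutant NPC1 promoter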
#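 Stably transfected Huh7 (NPC1 promoter→luciferase), 1500 cells/well in Opti-MEM + 10% FBS, 2 h settle, then compound 24 h at 37 °C. Luminescence after 10 min with Amplite reagent.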
# BRCA1 expr act: qHTS Assay to Identify Small Molecule Activators of BRCA1 Expression; 380,000 compounds, 1.1% hits; MCF7-BRCA1-FFLuc reporter, luminescence, 48 h; response scale: scaled: vehicle 0%, 10 µM genistein 100%; Potency, µM (series often up to 46.1 µM), for inactives: at the top dose activation, hits mostly activators; further: potency means the concentration at half of the fitted maximal effect; nearly all actives have a fitted effect of over 80% in size; some results filed as inactive show a strong effect at the top dose
#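 Reporter cells (MCF7, BRCA1 promoter-firefly luciferase) received library compounds across a concentration series for 48 h. End-point luminescence was measured and concentration-effect curves derived after normalization.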
# VP16 counter: VP16 counterscreen qHTS for inhibitors of ROR gamma transcriptional activity; Drosophila S2 Gal4-VP16 UAS-luciferase, luminescence, 20 h; Potency, µM (titrated, usually from 53.6 µM), inactives show at the top dose activity, negative = inhibition, actives largely listed as inhibitors; 310,000 compounds, 3.5% hits; AID 2546, 2010;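 further: Gal4-VP16 expression switched on by copper sulfate through the metallothionein promoter; potency means the concentration at half of the fitted maximal effect; on the % scale 0 is the no-effect control and ±100 the full control effect; nearly all actives have a fitted effect of over 50% in size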
# p53 reactivation: qHTS assay for re-activators of p53 using a Luc reporter; 320,000 compounds, 0.063% hits; Potency, µM (top dose mostly 92.2 µM), without a hit: top-dose activity change, positive = activation, hits mostly activators; H1299 p53-A138V BP100-luciferase reporter, luminescence, 24 h; AID 504706, 2011; further: potency means the concentration at half of the fitted maximal effect; % of control where 0% means no effect; nearly all actives have a fitted effect of over 45% in size
#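 H1299 (p53-null), stable ts p53-A138V + BP100-Luc; 1000 cells/well, Opti-MEM/10% FBS; cpd 4 pt, 1:5; 24 h, 37 deg C, 5% CO2; detection reagent 10 min RT; luminescence.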
# PKM2 activator: qHTS Assay for Activators of Human Muscle isoform 2 Pyruvate Kinase; Pyruvate kinase PKM (Homo sapiens), P14618; purified PKM2, Kinase-Glo ATP luminescence, activation; response scale: 0% is enzyme alone, no compound; Potency, µM (titrated, usually from 57.5 µM), for the others: at the highest dose activation, hits mostly activators; 260,000 compounds, 0.34% hits; further: potency means the concentration at half of the fitted maximal effect; on the % scale 0 is the no-effect control and ±100 the full control effect; nearly all actives have a fitted effect of over 55% in size
# Target sequence (P14618 whole entry, looked up, canonical isoform): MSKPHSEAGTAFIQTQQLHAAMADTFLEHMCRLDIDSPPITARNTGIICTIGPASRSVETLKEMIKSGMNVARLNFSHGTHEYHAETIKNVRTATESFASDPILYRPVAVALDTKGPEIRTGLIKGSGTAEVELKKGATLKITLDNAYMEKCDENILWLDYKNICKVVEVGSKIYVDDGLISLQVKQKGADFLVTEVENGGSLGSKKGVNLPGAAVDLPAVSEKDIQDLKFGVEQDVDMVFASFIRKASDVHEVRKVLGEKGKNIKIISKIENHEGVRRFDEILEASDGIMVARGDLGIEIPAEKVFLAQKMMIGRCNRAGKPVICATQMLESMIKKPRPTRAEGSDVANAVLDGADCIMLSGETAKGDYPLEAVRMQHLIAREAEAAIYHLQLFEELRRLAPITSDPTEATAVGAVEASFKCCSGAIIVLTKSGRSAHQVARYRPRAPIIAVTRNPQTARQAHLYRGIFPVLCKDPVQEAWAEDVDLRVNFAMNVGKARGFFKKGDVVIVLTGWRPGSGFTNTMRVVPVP
#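 Purified hPK-M2 (>95%) run at intermediate activity with 0.1 mM ADP and 0.5 mM PEP in 50 mM imidazole pH 7.2, KCl, MgCl2; 1 h room temperature. ATP formed read by Kinase-Glo luminescence; normalized to uninhibited and no-enzyme controls.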
# Menin MLL FP TR: qHTS Assay for Inhibitors Targeting the Menin-MLL Interaction in MLL Related Leukemias: Competition With Texas Red Labeled MLL-derived Mutant Peptide | O00255 | Menin + Texas Red MLL mutant peptide, fluorescence polarization | Potency, µM (titrated, usually from 61.6 µM), inactives show at the highest dose FP activity change, negative = inhibition, actives largely listed as inhibitors | 270,000 compounds, 0.23% hits | AID 1768, 2009; active means well fitted inhibition curve with a large enough effect in the polarisation, with a control signal flat, not every such curve was filed as active; inconclusive means small, poorly fitted or top-dose-only effect, or effect the other way, or a change in a side signal; inactive means no such curve, though single readings can be large or run the other way; the % refers to the polarisation; further: potency means the concentration at half of the fitted maximal effect; % of control where 0% means no effect; many of its hits are not listed in these tables
# Rab9 prom act: qHTS Assay for Rab9 Promoter Activators. Huh7 Rab9 promoter-luciferase reporter, luminescence, 24 h. Potency, µM (series often up to 9.22 µM), inactives show top-dose activation, negative = inhibition, actives largely listed as activators. 320,000 compounds, 2.8% hits; further: potency means the concentration at half of the fitted maximal effect; % of control where 0% means no effect; nearly all actives have a fitted effect of over 60% in size
#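 Rab9 promoter-driven luciferase in stably transfected Huh7 cells; 1500 cells/well rested 2 h, exposed to compound in DMSO for 24 h at 37 °C, 5% CO2. Luminescence read 10 min after adding luciferase reagent at ambient temperature.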
# Giardia killer: Small Molecules that selectively kill Giardia lamblia: qHTS | 340,000 compounds, 0.15% hits | activity change, % at 7.66 µM, hits read low | AID 540267, 2011 | Giardia lamblia trophozoite viability; in the data active means activity change below about -80%; inconclusive means between about -30% and that limit;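 further: parasites exposed to compound for two days anaerobically before the ATP read; on the % scale 0 is the no-effect control and ±100 the full control effect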
#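 Luminescent ATP signal served as the viability read-out, measured 15-30 min after adding ATP detection reagent to trophozoites that had been incubated with compounds for 48 hrs at 37 deg C anaerobically at 100 cells/well.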
# FLuc counter: qHTS profiling assay for firefly luciferase inhibitor/activator using purifed enzyme and Km concentrations of substrates (counterscreen for miR-21 project) | Luciferin 4-monooxygenase (Photinus pyralis), P08659 | 360,000 compounds, 6.9% hits | Potency, µM (doses to about 57.5 µM), for inactives: at the top dose activity change, negative = inhibition, most hits filed as inhibitors | purified FLuc, Km substrates, luminescence inhibition | AID 588342, 2011;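 further: potency means the concentration at half of the fitted maximal effect; plate controls were vehicle for no effect and reference inhibitor for full effect; nearly all actives have a fitted effect of over 55% in size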
#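 Purified P. pyralis luciferase, 10 nM final, with Km-level 10 uM D-luciferin and 10 uM ATP in 50 mM Tris acetate pH 7.5, 10 mM Mg acetate, 0.01% Tween-20, 0.05% BSA; 6-point qHTS titration about 60 µM downward; luminescence read.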
# RORgamma inh: qHTS for inhibitors of ROR gamma transcriptional activity; Nuclear receptor ROR-gamma (Mus musculus), P51450; AID 2551, 2010; Drosophila S2 Gal4-RORgamma UAS-luciferase reporter, 20 h; 310,000 compounds, 5.4% hits; Potency, µM (highest dose often 53.6 µM), without a hit: at the highest dose activity change, negative = inhibition, usual class: inhibitors; further: potency means the concentration at half of the fitted maximal effect; on the % scale 0 is the no-effect control and ±100 the full control effect; nearly all actives have a fitted effect of over 60% in size
# Target sequence (P51450 whole entry, looked up, the tested form may be a part): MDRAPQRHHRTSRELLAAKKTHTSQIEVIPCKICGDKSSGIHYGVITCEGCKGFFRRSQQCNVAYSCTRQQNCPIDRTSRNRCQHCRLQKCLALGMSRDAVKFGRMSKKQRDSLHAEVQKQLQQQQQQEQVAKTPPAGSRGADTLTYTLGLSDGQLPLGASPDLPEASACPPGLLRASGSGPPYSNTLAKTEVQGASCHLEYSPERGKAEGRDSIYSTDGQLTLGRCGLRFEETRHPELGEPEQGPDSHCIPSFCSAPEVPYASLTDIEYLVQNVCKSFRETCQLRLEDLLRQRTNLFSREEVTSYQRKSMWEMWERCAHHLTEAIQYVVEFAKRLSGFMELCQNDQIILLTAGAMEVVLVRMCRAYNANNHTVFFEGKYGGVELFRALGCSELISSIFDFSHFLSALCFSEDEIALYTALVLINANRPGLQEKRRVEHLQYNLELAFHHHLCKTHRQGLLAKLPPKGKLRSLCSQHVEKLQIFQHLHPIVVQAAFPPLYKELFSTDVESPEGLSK
#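 Read-out: Photinus luciferase luminescence; inhibitors lower reporter signal. Insect Schneider cells with Gal4-ROR gamma fusion under metallothionein promoter, UAS reporter; 700 uM final copper sulfate induction, 20 hr, ambient temperature.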
# Numbers without * were called inactive; ? = inconclusive; nt = no result given; & = joins results of further samples; [ ] = dose if it differs, or a comment. Unless noted, the call rests on the fitted dose curve; in most records, active means well fitted curve in the direction sought with a large enough effect; inconclusive means small, poorly fitted or top-dose-only effect, or another doubt; inactive means no such curve, though single readings can be large; an effect the other way counts as inactive or inconclusive.
# Order of results: ELG1 genotoxic	NPC1 prom act	BRCA1 expr act	VP16 counter	p53 reactivation	PKM2 activator	Menin MLL FP TR	Rab9 prom act	Giardia killer	FLuc counter	RORgamma inh
- CC1(C)Cc2nc3sc4c(=O)n(CC(N)=O)cnc4c3cc2CO1
→ 4%	29%	39%	-4%	?	4%	-14%	21%	-6	?	9%
- CCC(=O)NC1OC(CO)C(O)C(O)C1O (configuration not stated)
→ 0%	-9%	5%	-2%	-2%	-1%	11%	-1%	-11	-2%	-13%
- CC(=O)N1CCc2cc(Br)cc(S(=O)(=O)CCC(=O)N3CCN(c4ccccn4)CC3)c21
→ 4%	0%	10%	-4%	-2%	-1%	-9%	2%	28	-7%	2%
- COc1ccc(S(=O)(=O)N2CCCCCC2)cc1C(=O)N(C)Cc1cccc(OC)c1OC
→ -5%	-1%	-14%	nt	-4%	nt	nt	-3%	7	-1%	nt
- O=C(CNc1cccc(S(=O)(=O)N2CCCC2)c1)Nc1ccc(F)cc1F
→ -3%	1%	-21%	nt	-4%	nt	nt	0%	-1	2%	nt
- COc1ccc(Nc2nc(-c3sc(C)nc3C)cs2)cc1
→ 8%	-26%	-40%	-7%	8%	6%	?	-17%	-3	15µM*	8%
- COc1cccc(NC(=O)CNC(=O)Cn2cnc3sc(C)c(C)c3c2=O)c1
→ 3%	0%	-2%	0%	-8%	0%[0.46 µM]	13%	0%	11	3%	27%
- CS(=O)(=O)NCc1csc(-c2ccccc2)n1
→ 1%	-1%	43%	?	?	2%	-1%	25%	1	-12%	20%
- CCn1nc(NS(=O)(=O)c2ccc(NC(C)=O)cc2)c2cc3ccccc3nc21
→ 0%	1%	-1%	-6%	-1%	nt	nt	-4%	5	-22%	0%
- CSc1ccccc1OCc1cc(C(=O)N2CCC(Oc3cccnc3)CC2)no1
→ -28%	8%	nt	?	-5%	5%	-11%	19%	nt	?	?
- COc1ccc(S(=O)(=O)N2CCc3ccccc32)cc1C(=O)Nc1cccnc1
→ 0%	-1%	-17%	-10%	-3%	0%	nt	-2%	12	-2%	13%
- Cn1c(N)c(S(=O)(=O)N2CCN(c3ccccc3F)CC2)c(=O)n(C)c1=O
→ 0%	-5%	-6%	2%	0%	1%	6%	7%	4	0%	-31%
- Cc1cc(C(=O)CCC(=O)NNC(=O)c2ccccc2O)c(C)s1
→ -5%	2%	-5%	nt	16%	nt	nt	-8%	12	-17%	nt
- Cc1cc(/C=C(\C#N)C(=O)Nc2ccccc2)c(C)n1-c1cccnc1
→ 13%	?	5.6µM*	-3%	?	3%	8%	2.8µM*	2	1.5µM*	?
- CC(C)(CO)N1CCN(C(=S)Nc2ccccc2)CC1
→ 5%	-1%	4%	1%	-4%	-2%	-9%	-3%	0	-2%	-9%
- COc1ccccc1C(=O)NC(CCSC)C(=O)NCc1ccccn1 (configuration not stated)
→ 1%	-2%	-2%	nt	6%	nt	nt	2%	7	4%	nt
- CCC(Oc1ccccc1)C(=O)Nc1ccc(-c2nnc(-c3ccco3)o2)cc1 (configuration not stated)
→ 11%	?	0%	?	?	11%	37%[activator]	?	5	-12%	?
- O=C(NCc1ccco1)c1ccccc1-c1nc(-c2ccccc2)no1
→ 6%	1%	-37%	10%	0%	3%	-1%	0%	-12	27µM*	6%
- CSCCC(NC(=O)c1ccc([N+](=O)[O-])cc1Cl)C(=O)OCC(=O)NC1CCCC(C)C1C (configuration not stated)
→ 1%	0%	-7%	15%	6%	4%	2%	-8%	-11	-18%	-7%
- O=C(NCc1ccc2c(c1)OCO2)C1CC(=O)N(c2ccc(Cl)cc2)C1 (configuration not stated)
→ -1%	3%	-13%	-2%	-5%	-2%	10%	-5%	3	-2%	10%
- COc1cc(C(C#N)N2CCC(c3ccccc3)=N2)ccc1O (configuration not stated)
→ 5%	-1%	47%	17%	23%	0%	nt	1%	6	?	-4%
- Cc1cc(-c2nn(-c3ccccc3F)cc2CN2CCCC(O)C2)c(C)s1 (configuration not stated)
→ 0%	-2%	4%	9%	2%	-4%	-12%	-3%	26	2%	-14%
- O=C(C1CCC(Cn2c(=S)[nH]c3ccccc3c2=O)CC1)N1CCOCC1 (configuration not stated)
→ -1%	1%	-16%	?	-7%	1%	0%	5%	-7	-1%	11µM*
- CCOc1ccc(OCC)c(NC(=O)CSc2nnc(Cn3cnc4ccccc43)n2C)c1
→ -1%	-2%	-36%	-2%	-1%	1%	-20%	-4%	15	2%	31%
- CCOC(=O)COn1c(=O)c(=O)n(OC)c2ccccc21
→ 1%	15%	0%	2%	7%	1%	11%	-1%	-4	-5%	-9%[10 µM]
- N#Cc1nc(COc2ccc(Cl)cc2)oc1N1CCCCCC1
→ 10%	0%	2%	-3%	-9%	-5%	11%	1%	-12	-15%	?
- CCC(C)c1ccccc1NC(=S)Nc1cccnc1 (configuration not stated)
→ 1%	-2%	-2%	?	?	-1%	8%	-3%	-10	4%	?
- Cn1c(=O)c2c(nc(N/N=C/c3cccs3)n2Cc2ccccc2)n(C)c1=O
→ 0%	-7%	-46%	?	11%	2%	-11%	-11%	-2	-13%	?
- CN1CC2([N+](=O)[O-])CC=C(OCCO)C([N+](=O)[O-])(C1)C2 (configuration not stated)
→ 1%	0%	-27%	-7%	1%	1%	4%	-4%	9	0%	-2%
- Cc1ccc(C)c(Nc2cc(C(=O)NCc3cccnc3)c3ccccc3n2)c1
→ -10%	0%	-19%	2%	-6%	1%	nt	1%	-4	?	3%
- O=S(=O)(c1cc(F)ccc1F)N1CCN(c2ccccn2)CC1
→ 0%	-3%	-1%	nt	nt	3%	-12%	-4%	?	0%	nt
- CC(C)CN(C(=O)COC(=O)/C=C/c1ccc(Cl)c(Cl)c1)c1c(N)n(Cc2ccccc2)c(=O)[nH]c1=O
→ 1%	-18%	-72%	nt	-1%	nt	nt	-9%	-14	-1%	nt
- COC(=O)c1cc(S(=O)(=O)N(C)Cc2ccco2)c[nH]1
→ -1%[9.26 µM]	-4%	0%	-7%	-5%	nt	7%	0%	14	-1%	0%
- c1ccc(-c2nnc(CN3CCN(c4ccccc4)CC3)o2)cc1
→ 3%	-1%	1%	14%	-2%	1%	-7%	-3%	15	5%&-1%	6%
- Cc1cccc(NC(=O)c2cc(S(=O)(=O)N3CCc4ccccc43)cn2C)c1C
→ 2%	-2%	-12%	?	nt	1%	6%	0%	-18	0%	?
- Cc1cc(C(=O)N2CCN(C(c3ccccc3)c3ccccc3)CC2)on1
→ 0%	1%	1%	-6%	-9%	-8%	?	1%	0	1%	-3%
- O=C(CCN1C(=O)c2ccccc2C1=O)N1CCOCC1
→ 3%	-4%	0%	-7%	-3%	-9%	1%	-8%	13	5%	-19%
- Cn1c(SCC(=O)NNC(=O)c2ccc(Cl)cc2)nnc1-c1cccnc1
→ 2%	-6%	23%	-12%	2%	2%	-16%	-2%	0	-1%	5%

# Some of the compounds tested. The share of hits here may be higher or lower than overall.
